Bioassay records from PubChem BioAssay.
SRC3 inh = SRC3 coactivator transcriptional activity inhibitors, primary screen, cell-based, luminescence | AID 588352, 2011 | inhibition, % at 3.6 µM | 360,000 compounds, 0.17% hits | HEK293 GAL4-SRC3 luciferase reporter;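 active = inhibition above a per-campaign cutoff, the mean of all compounds plus 3 SD, cut at about 60% in these data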;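 note: 0% = DMSO-treated cells and 100% = gossypol-treated cells at 36 µM; higher means less SRC3-driven luciferase light from the GAL4 reporter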
TROY NFkB inh = inhibitors of TROY-driven NF-kB signaling, primary screen, Q293 LMP1-TROYcd cells, NF-kB luciferase, uHTS; Q293 LMP1-TROYcd NF-kB luciferase reporter, 4 h; 360,000 compounds, 0.98% hits; inhibition, % at 10 µM; AID 1347056, 2019;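 active = compounds whose plate-normalised and pattern-corrected inhibition of the luciferase reporter signal at the single screening dose is 50% or more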
NR2F2 inh = NR2F2 transcriptional activity inhibitors, primary screen, cell-based, luciferase reporter, HEK293T, luminescence | COUP transcription factor 2 (Homo sapiens), P24468 | HEK293T NGFI-A luciferase reporter | inhibition, % at 8.6 µM | 370,000 compounds, 0.7% hits;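 active = inhibition above a per-plate cutoff, mean inhibition of test wells between control levels plus 3 SD, cut at about 38% in these data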;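 note: cells cotransfected with COUP-TFII expression vector driving the NGFI-A reporter; 0% = median of COUP-TF2 test wells and 100% = reporter-only cells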
LRH-1 inv ag = LRH-1 (NR5A2) inverse agonists, primary screen, cell-based, luminescence, HEK293T, StAR-luciferase reporter | LRH-1 transfected, 24 h | inhibition, % at 3.6 µM | 360,000 compounds, 0.13% hits;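 active = inhibition above the mean inhibition of all tested compounds plus 3 SD, cut at about 73% in these data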;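 note: 0% = DMSO wells and 100% = reporter-only cells lacking LRH-1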
ABHD5-PLIN5 inh = ABHD5-PLIN5 interaction inhibitors, primary screen, cell lysate, split luciferase complementation, luminescence; Perilipin-5 (Homo sapiens) + 1-acylglycerol-3-phosphate O-acyltransferase ABHD5 (Homo …; AID 602281, 2012; inhibition, % at 4 µM; 360,000 compounds, 0.78% hits; Split G. princeps luciferase complementation, 4 h;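 active = inhibition above the mean inhibition across every tested compound plus 3 SD, cut at about 22% in these data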;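 note: 0% = DMSO only wells and the 100% control is not disclosed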
NCOA1 inh = SRC1 coactivator transcriptional activity inhibitors, primary screen, cell-based, luminescence; HEK293 GAL4-SRC1 luciferase reporter; inhibition, % at 3.6 µM; 360,000 compounds, 0.12% hits;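 active = inhibition above the campaign mean plus 3 SD, with each screening campaign given its own cutoff, cut at about 60% in these data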;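 note: 0% = DMSO treated cells and 100% = gossypol at 36 µM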
TWEAK Fn14 block = inhibitors of TWEAK-Fn14 signaling, primary screen, luciferase reporter cells, uHTS; 360,000 compounds, 2% hits; AID 1159606, 2016; TWEAK-stimulated Fn14 reporter cells, luciferase luminescence, 8 h; inhibition, % at 10 µM; in the data active = inhibition above about 50%
Exocytosis inh = LAMP-1 surface exposure blockers, TALL-104 cells – cell-based, flow cytometry, MLPCN library, primary screen; TALL-104 LAMP-1 surface exposure; cells stimulated with thapsigargin and PMA; inhibition, % at 10 µM; 360,000 compounds, 0.66% hits; AID 651702, 2012;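 active = inhibition above about 55%, limit read from the data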
NOD2-RIPK2 inh = NOD2-RIPK2 binding disruptors in cells, primary screen, fluorescence, CHO cells, BLA complementation; Receptor-interacting serine/threonine-protein kinase 2 (Homo sapiens), O43353; CCF4 ratio; inhibition, % at 4.98 µM; 360,000 compounds, 0.38% hits; in the data active = inhibition above about 21%;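 note: 0% = vehicle only and 100% = reference blocker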
SRC2 inh = inhibition of GAL4-SRC2 driven luciferase reporter, primary screen, SRC2 inhibitor project, cell-based, luminescence. AID 651957, 2012. HEK293 GAL4-SRC2 luciferase reporter. 370,000 compounds, 0.17% hits. Nuclear receptor coactivator 2 (Homo sapiens), Q15596. inhibition, % at 9 µM;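 active = inhibition above the mean inhibition of all tested compounds plus 3 SD, set per campaign, cut at about 52% in these data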;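 note: 0% = DMSO treated cells and 100% = cells given Gossypol at 36 µM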
TLR9-MyD88 block = inhibitors of TLR9-MyD88 association in cells, primary screen, cell-based, CHO, BLA complementation, fluorescence; Toll-like receptor 9 (Homo sapiens) + Myeloid differentiation primary response protein …; AID 504734, 2011; 340,000 compounds, 0.21% hits; inhibition, % at 4.98 µM; CCF4 FRET ratio;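 active = inhibition above the mean over all tested compounds plus 3 SD, cut at about 21% in these data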;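 note: 0% = DMSO only wells and 100% = clavulanate BLA inhibitor control wells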
Numbers without * were called inactive; nt = not tested or not shown.

The line under a structure holds: SRC3 inh, TROY NFkB inh, NR2F2 inh, LRH-1 inv ag, ABHD5-PLIN5 inh, NCOA1 inh, TWEAK Fn14 block, Exocytosis inh, NOD2-RIPK2 inh, SRC2 inh, TLR9-MyD88 block
Cc1ccc(Cc2nc(-c3ccccn3)no2)cc1
  -85.9, -22.0, -32.0, -123.9, 1.9, -97.8, 26.6, 0.0, -6.9, -82.9, 3.2
Cc1ccc(NC(=O)C2CSC3(C)CCC(=O)N23)cc1S(=O)(=O)N1CCCCCC1 (stereo unspecified)
  4.0, 7.0, 17.4, -10.0, -4.0, 7.3, 0.6, -21.4, 11.1, 10.0, 0.7
CC(C)COCC1CC2(CC(C)(c3csc(N)n3)OC2=O)C(=O)O1 (stereo unspecified)
  -5.5, 22.6, 4.3, 8.0, 0.7, -6.8, 8.0, -1.1, 10.5, -18.5, -11.1
CCN1C(=O)CSC1=NC1C2CC3CC(C2)CC1C3 (stereo unspecified)
  -4.6, 11.5, -18.8, -13.2, -6.8, -15.8, 7.6, -2.5, -2.9, 14.3, 0.0
Cc1cccc(Nc2nc(N3CCN(C)CC3)nc(N)c2[N+](=O)[O-])c1
  1.5, -23.1, 2.9, -29.9, 5.8, 3.8, -31.3, -2.3, -2.0, 3.4, 0.5
O=Cc1ccc(Sc2ncccn2)o1
  15.0, -20.9, 5.2, 3.8, 1.4, 11.3, 14.7, 1.9, -1.3, -7.6, -9.7
COc1cccc(/C=N/NC(=O)c2cnccn2)c1O
  1.4, -15.3, 5.3, -18.1, -4.4, -32.6, 1.0, -4.4, -8.2, 5.8, 9.1
COc1ccc(N2C(=O)[C@@H]3[C@H](C2=O)[C@H]2c4ccccc4C=CN2[C@@H]3C(=O)Nc2ccccc2)cc1
  -8.5, 24.2, 7.8, 9.0, 4.2, -31.4, -2.0, -2.9, -9.6, -39.9, 1.3
Cc1noc(C)c1C(=O)NCc1ccccc1F
  -2.4, -15.5, -8.8, -10.4, -0.3, -12.8, -2.4, 3.9, -10.8, -9.4, 1.6
Cc1ccc(N(CC(=O)Nc2cccc(Cl)c2C)S(C)(=O)=O)cc1
  15.3, 4.8, -6.1, 13.6, -2.0, 12.2, 0.6, 34.8, 6.6, 1.9, 4.3
O=C(CCn1nnc2ccccc2c1=O)N[C@@H](Cc1c[nH]c2ccccc12)C(=O)O
  10.1, 0.6, -1.1, 7.5, -4.9, -25.0, -1.9, 0.1, -7.7, -2.0, 2.5
C/C=C(/C)C(=O)O[C@H]1[C@@H](O)c2c(ccc3ccc(=O)oc23)OC1(C)C
  -5.0, 10.0, 2.1, 20.9, 3.3, -6.8, -4.3, 1.0, -5.2, -39.5, -8.1
COC(=O)c1cc(=O)n(Cc2ccco2)c(=Nc2ccc(F)c(Cl)c2)s1
  23.4, 10.5, -3.9, -25.8, 14.1, 30.1, 41.3, -13.8, 3.1, 18.9, -8.0
COc1ccc(S(=O)(=O)N2CCCCCC2)cc1C(=O)NCCc1ccc(F)cc1
  1.6, -7.6, 16.3, 15.9, 0.5, 2.1, -7.6, -3.2, -5.3, 22.3, -3.6
O=C(Oc1ccc(Cl)c2cccnc12)N1CCCCC1
  -5.1, -39.9, -24.4, -11.6, 0.3, 4.0, -15.2, 0.9, -4.2, -29.0, 0.1
O=C(c1ccco1)N1CCN(C(=O)c2ccc(-c3cccc(C(F)(F)F)c3)o2)CC1
  -8.4, -3.1, -15.8, -29.9, 8.3, -11.2, -32.6, 0.5, 4.0, -7.3, -4.4
Cc1cccc(CCN(C(=O)Cc2cccs2)C(C(=O)NC2CCCCC2)c2cccnc2)c1 (stereo unspecified)
  16.2, -15.5, -3.8, 23.7, 13.7, 8.2, 11.0, 5.6, -2.0, -50.0, -4.4
Cc1cc(C)n(-c2ccc(C(=O)Nc3ccc(C)c(S(=O)(=O)N4CCOCC4)c3)cc2)n1
  26.0, 64.2*, 50.6*, 26.1, -1.6, 34.2, 64.5*, 17.3, 8.3, 30.1, 4.1
Cn1c(C(=O)N2CCN(c3ccccn3)CC2)cc2ccccc21
  -13.9, -19.0, 11.4, 3.9, -5.3, -12.2, -25.2, -19.7, -3.9, -33.8, -1.5
Cc1cc(Br)c2c(c1)[C@](O)(c1cn(C)c3ccccc13)C(=O)N2C
  nt, nt, -21.3, 3.4, 1.4, nt, nt, -4.1, -5.0, -8.7, nt

Not a retest: entries from further up.
The line under a structure holds: SRC3 inh, TROY NFkB inh, NR2F2 inh, LRH-1 inv ag, ABHD5-PLIN5 inh, NCOA1 inh, TWEAK Fn14 block, Exocytosis inh, NOD2-RIPK2 inh, SRC2 inh, TLR9-MyD88 block
Cn1c(C(=O)N2CCN(c3ccccn3)CC2)cc2ccccc21
  -13.9, -19.0, 11.4, 3.9, -5.3, -12.2, -25.2, -19.7, -3.9, -33.8, -1.5
Cc1cc(Br)c2c(c1)[C@](O)(c1cn(C)c3ccccc13)C(=O)N2C
  nt, nt, -21.3, 3.4, 1.4, nt, nt, -4.1, -5.0, -8.7, nt

The list goes on.
The line under a structure holds: SRC3 inh, TROY NFkB inh, NR2F2 inh, LRH-1 inv ag, ABHD5-PLIN5 inh, NCOA1 inh, TWEAK Fn14 block, Exocytosis inh, NOD2-RIPK2 inh, SRC2 inh, TLR9-MyD88 block
CCOC(=O)CSc1cc(-c2ccccc2)nc2ncnn12
  2.8, 10.4, 6.4, 2.0, 3.9, 24.6, -8.9, 40.1, -3.3, -8.6, 3.1
Cc1cc2nc(/C(C#N)=C/c3ccncc3)[nH]c2cc1C
  0.3, -6.3, -32.0, -29.6, -4.5, -24.7, 6.4, -1.6, -6.3, -54.8, 12.4
NC(=S)NN=C1CCCCCCCCC1
  4.3, -2.8, 20.8, 28.3, -18.0, 15.4, -6.9, 3.7, 8.2, 32.9, -12.0
O=C(NCCCN1CCC(Cc2ccccc2)CC1)C1CC(=O)N(C2CCCC2)C1 (stereo unspecified)
  4.4, -4.7, -13.9, -1.2, 3.2, 13.4, -12.1, 0.1, 3.1, -5.8, 3.2
Cc1cc(Cl)c(S(=O)(=O)Nc2ccccn2)cc1OCC(N)=O
  -4.9, -20.1, -8.1, 18.9, 3.5, -0.5, -10.0, -3.6, 0.8, -4.8, -0.5
COCCNC(=O)C(OC(=O)c1cccs1)c1ccc(F)cc1 (stereo unspecified)
  -1.0, 7.5, -13.4, 16.0, -5.1, -0.7, 0.2, 1.7, -0.5, -14.1, -3.0
Cc1ccc(S(=O)(=O)/C(C#N)=C/c2c(N3CCC(C(N)=O)CC3)nc3c(C)cccn3c2=O)cc1
  5.0, -12.1, 1.2, 19.3, 4.2, -5.6, -6.4, 0.3, -6.3, -22.1, 8.1
N/C(=N\O)c1ccc(Oc2ccccc2Cl)c([N+](=O)[O-])c1
  9.5, -13.5, 17.2, 5.2, 0.0, 5.0, -19.8, -5.1, -1.6, -2.8, 4.8
COc1ccc(Cc2nc3ccc(C(=O)NCCc4cccc(C)n4)cc3o2)cc1
  -9.8, 2.2, -2.0, -8.6, 0.3, 3.9, -25.2, 2.8, -10.6, -19.1, 0.0
COc1ccc(OC)c(N(CC(=O)NN=C2CCN(C)CC2)S(=O)(=O)c2ccccc2)c1
  5.0, 0.3, -9.8, 1.1, 0.9, 13.7, 3.7, -5.2, -14.1, -20.3, -7.6
COc1ccc(CCN2CC34C=CC(O3)C(C(=O)NCc3ccccc3)C4C2=O)cc1OC (stereo unspecified)
  2.8, -6.3, -7.6, 5.2, -4.5, -20.3, 3.1, -1.2, -7.4, -10.6, 1.7
C/C(Cc1ccccc1)=N\NC(=O)CNC(=O)c1ccc(Cl)cc1Cl
  -2.0, 1.1, -10.9, -5.1, -5.3, 4.2, 6.9, 4.6, -5.2, 26.7, nt
O=C1CNC(=O)c2c(nc3n2CCC3)N1
  -3.2, 3.1, -11.2, 5.4, -1.2, 8.2, -3.5, -1.2, -3.5, 9.9, -2.0
CN(c1ccc(C(=O)O)cc1)S(=O)(=O)c1ccccc1
  7.1, nt, 8.0, -1.1, -4.7, 2.6, 1.2, -2.5, 1.7, -20.1, -2.6
Cc1nc2sc(C(c3ccc(Cl)cc3)N3CC(C)OC(C)C3)c(O)n2n1 (stereo unspecified)
  7.0, 2.2, 1.9, -1.5, 8.4, -6.2, -2.8, -1.9, -5.6, -10.8, 1.0
O=C(Cc1cc(=O)[nH][nH]1)N/N=C/c1cccc2ccccc12
  -5.4, -8.2, -0.4, -6.1, 2.9, -14.2, -9.0, 0.7, -6.7, 7.3, 0.5
CC1CN(c2nc3ccccc3nc2C(C#N)C(=O)NCc2ccc3c(c2)OCO3)CC(C)O1 (stereo unspecified)
  14.9, -18.3, 8.1, 4.9, 2.9, 6.8, -24.2, -2.0, -10.7, -18.7, -2.4
C#CCOC(=O)c1cc(Cl)c(=O)n(Cc2ccc(Cl)cc2Cl)c1
  14.0, -1.4, -8.0, -4.9, 6.4, 16.7, -6.5, -12.5, -6.2, -16.7, 2.0
O=C(CN1C(=O)NC2(CCc3ccccc32)C1=O)NCc1ccccc1Cl (stereo unspecified)
  9.2, -18.3, 0.4, 5.7, -7.2, -5.3, -7.1, 10.3, -5.4, 7.9, -4.6
O=c1[nH][nH]c(=O)n1-c1ccccc1
  7.8, 4.4, 5.1, -15.7, 0.9, 12.6, -4.8, 1.7, -8.7, 5.1, -0.1
O=C(O)CNC(=O)C(c1ccccc1)c1ccccc1
  -0.4, 0.5, -6.6, 1.4, 0.2, -3.2, -3.3, 0.2, 5.3, -12.6, 2.1
Nc1ccn([C@@H]2O[C@H](C(=O)Nc3ccc(C(=O)N4CCCCC4)cc3)[C@@H](O)[C@H]2O)c(=O)n1
  16.1, 1.3, -3.5, 6.7, -0.3, 4.6, -12.2, -3.8, -0.9, 6.5, nt

Some of the compounds tested. The share of hits here may be higher or lower than overall.
